# TCR activator: Activators of T cell receptors: qHTS campaign; primary human leukocytes, anti-CD3, IL-2 HTRF, 48 h; Potency, µM (series often up to 9.22 µM), for inactives: at the top dose activation of IL-2 secretion, most hits filed as activators; 330,000 tested, under 10 active; AID 504894, 2011; note: % of control where 0% means no effect
#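 48 hr co-incubation of compounds, a-CD3 beads and primary human leukocytes; IL-2 quantified homogeneously by HTRF with anti-IL-2 K and d2 conjugates.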
# A-T KAP1 phos: qHTS Assay for Identifying a Potential Treatment of Ataxia-Telangiectasia; […] A-T fibroblasts, KAP-1 phosphorylation AlphaLISA; neocarzinostatin DNA damage 30 min before lysis; Potency, µM (top dose mostly 57.5 µM), without a hit: top-dose activation, most hits filed as activators; 320,000 tested, 0.19% active; note: potency is the fitted concentration of half-maximal effect; % of control where 0% means no effect; nearly all actives have a fitted effect of over 45% in size
#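 hTERT-immortalized A-T patient fibroblasts ([…]), 500 cells/well in OPTI-MEM, 1% FBS, got compounds for 60 min, then NCS for 30 min at 37C. Lysates were then assayed for phospho-KAP-1 by AlphaLISA (anti-pKAP1 donor, anti-KAP1 acceptor beads), 6 hr at 25C.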
# Chronic BCR inh: qHTS Assay to Find Inhibitors of Chronic Active B-Cell Receptor Signaling | Potency, µM (doses to about 46.1 µM), inactives show at the top dose ratio change, negative = lower green/red ratio, most hits filed as inhibitors | 340,000 tested, 0.05% active | ABC-DLBCL IkBa-CBG/CBR reporter, luminescence ratio, 4 h; active = well fitted inhibition curve with a large enough effect in the signal ratio, with a control signal flat, not every such curve was filed as active; inconclusive = small, poorly fitted or top-dose-only effect, or effect the other way, or a change in a side signal; the % refers to the signal ratio;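 note: potency is the fitted concentration of half-maximal effect; plate controls were basal doxycycline-induced cells for no effect and cells given 10 µM MG132 for full effect; MG132 reads +100%, hits lower the ratio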
#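 Cell line TMD8 (human ABC DLBCL), stably expressing tet-inducible CBG68-IkBa fusion and CBR; IMDM/0.5% FBS; cpd up to 46 uM; dox induction, 4 h, 37C/5% CO2; dual luminescence; green/red ratio; MG132 control.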
# MLL CXXC-DNA inh: qHTS Fluorescence Polarization Assay for Inhibitors of MLL CXXC domain - DNA interaction | MLL-CXXC / FITC-HOXA9 DNA fluorescence polarization | Potency, µM (doses to about 115 µM), inactives show top-dose activity change, negative = inhibition, hits mostly inhibitors | 290,000 tested, 0.037% active; active = well fitted inhibition curve with a large enough effect in the polarisation, with a control signal flat, not every such curve was filed as active; inconclusive = small, poorly fitted or top-dose-only effect, or effect the other way, or a change in a side signal; inactive = no such curve, though single readings can be large or run the other way; the % refers to the polarisation; note: potency is the fitted concentration of half-maximal effect
#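 Steps: dispense CXXC domain solution (7 uM) → pin compounds or unlabeled HOX-A9 DNA control → 5 min ambient → add FLSN-HOX-A9 solution (50 nM) → spin → 30 min ambient → fluorescence polarization. Tris pH 7.5/NaCl/DTT/BSA buffer.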
# hERG WT inh: qHTS for Inhibitors of KCHN2 3.1: Wildtype qHTS; U2OS, BacMam KCNH2, thallium flux FluxOr; stronger effect = lower value; 340,000 tested, 0.37% active; Voltage-gated inwardly rectifying potassium channel KCNH2 (Homo sapiens), Q12809; AID 720551, 2013; activity change, % at 1.84 µM;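 active = maximum activity change below -70%; inconclusive = maximum activity change between -70% and -50%; inactive = maximum activity change above -50%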; note: % is set by controls: 0 for no effect and ±100 for the full control effect
#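 U2OS cells transduced with wild-type KCNH2 virus are loaded with FluxOr dye for 45 min, and thallium flux is measured in kinetic reads before and after stimulation buffer. Rate constants are normalized to DMSO controls.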
# TSHR antag: Antagonists of the Thyroid Stimulating Hormone Receptor: HTS campaign; Thyrotropin receptor (Homo sapiens), P16473; TSHR-expressing cells, TSH-stimulated cAMP HTRF, 2 h; stronger effect = lower value; activity change, negative = inhibition, % at 11.5 µM; 330,000 tested, 0.2% active; AID 504810, 2011;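 active = activity change below a set negative limit, meaning inhibition stronger than a set level, cut at about -70% in these data; inconclusive = activity change between two set negative limits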; note: % is set by controls: 0 for no effect and ±100 for the full control effect
# Target sequence (P16473 whole entry, looked up): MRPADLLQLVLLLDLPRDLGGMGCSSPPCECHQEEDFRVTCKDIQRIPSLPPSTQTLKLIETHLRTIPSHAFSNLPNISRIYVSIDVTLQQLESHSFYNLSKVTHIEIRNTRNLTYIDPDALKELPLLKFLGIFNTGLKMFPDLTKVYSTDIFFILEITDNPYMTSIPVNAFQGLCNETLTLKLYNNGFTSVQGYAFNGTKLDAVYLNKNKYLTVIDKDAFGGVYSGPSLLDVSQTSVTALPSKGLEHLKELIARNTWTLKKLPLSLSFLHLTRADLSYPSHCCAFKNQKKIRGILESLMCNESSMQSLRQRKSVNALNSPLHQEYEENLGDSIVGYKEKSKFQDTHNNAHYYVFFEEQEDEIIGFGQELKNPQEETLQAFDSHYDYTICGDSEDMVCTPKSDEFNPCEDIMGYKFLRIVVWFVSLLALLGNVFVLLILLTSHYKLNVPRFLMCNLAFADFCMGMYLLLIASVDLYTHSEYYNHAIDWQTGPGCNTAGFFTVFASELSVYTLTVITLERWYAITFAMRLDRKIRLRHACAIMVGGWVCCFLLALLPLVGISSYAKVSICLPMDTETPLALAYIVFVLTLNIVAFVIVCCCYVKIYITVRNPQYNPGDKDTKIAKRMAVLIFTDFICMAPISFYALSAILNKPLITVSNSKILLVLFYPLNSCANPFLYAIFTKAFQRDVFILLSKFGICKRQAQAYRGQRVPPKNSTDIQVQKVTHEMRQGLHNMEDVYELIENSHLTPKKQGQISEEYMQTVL
#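 Inhibition of cAMP made by TSHR-expressing cells under TSH stimulation (4nM final, EC80; 2 h, 37 deg C) is quantified with a one-step lysis HTRF kit, anti-cAMP cryptate versus cAMP-d2.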
# Tb PFK block: qHTS Assay to Find Inhibitors of T. brucei phosphofructokinase; ATP-dependent 6-phosphofructokinase (Trypanosoma brucei brucei), O15648; T. brucei PFK, ADP-Glo luminescence; Potency, µM (titrated, usually from 57.5 µM), without a hit: at the highest dose activity, negative = inhibition, actives largely listed as inhibitors; 330,000 tested, 0.17% active; AID 485367, 2010;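 note: potency is the fitted concentration of half-maximal effect; 0% = uninhibited 1x PFK enzyme wells and -100% = no-enzyme wells; nearly all actives have a fitted effect of over 60% in size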
#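 Luminescent ADP detection (ADP-Glo, two-step: ATP depletion then ADP-to-ATP conversion for luciferase) reported PFK activity after 45 min room-temperature reaction of 1.25 nM enzyme with 0.5 mM F6P and 0.1 mM ATP at pH 8.0.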
# Coupling enz: qHTS Assay for Inhibitors of Fructose-1,6-bisphosphate Aldolase from Giardia Lamblia: Coupling assay counterscreen | AID 2472, 2010 | coupling enzyme system counterscreen, AmpLite Red fluorescence | activity change, negative = inhibition, % at 58.2 µM, hits read low | 290,000 tested, 0.67% active; in the data active = activity change below about -30%; note: % is set by controls: 0 for no effect and ±100 for the full control effect
#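 Activity here indicates interference with the coupling reaction, not aldolase inhibition. Compounds at 57.5 uM final met coupling enzymes for 10 min at RT; substrate and AmpLite Red detection followed, with a 525/598 nm fluorescence read after 20 min.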
# Giardia killer: Small Molecules that selectively kill Giardia lamblia: qHTS; Giardia lamblia trophozoite viability; activity change, % at 7.66 µM, hits read low; 340,000 tested, 0.15% active; in the data active = activity change below about -80%; inconclusive = between about -30% and that limit;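 note: parasites exposed to compound for two days anaerobically before the ATP read; % is set by controls: 0 for no effect and ±100 for the full control effect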
#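 Giardia trophozoites, 100 cells per well, were exposed to compounds for 48 hrs at 37 deg C under anaerobic conditions; viability was then read as ATP content by bioluminescence after 15-30 min at room temperature.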
# GALK inhibitor: qHTS Assay for Inhibitors of Human Galactokinase (GALK) | P51570 | Purified GALK, Kinase-Glo residual ATP luminescence | Potency, µM (top dose mostly 57.5 µM), for the others: at the highest dose activity change, negative = inhibition, actives largely listed as inhibitors | 270,000 tested, 0.007% active | AID 1868, 2009; note: potency is the fitted concentration of half-maximal effect; % is set by controls: 0 for no effect and ±100 for the full control effect
#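 Kinase-Glo Plus luminescence measured ATP left after a 1 h room-temperature reaction. The reaction used 5 nM GALK, 100 uM galactose and 35 uM ATP at pH 8.0 (20 mM HEPES, 5 mM MgCl2, 60 mM NaCl, 1 mM DTT, 0.01% BSA).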
# * = called active by the depositor; ? = inconclusive; . = not tested or not shown; [ ] = dose if it differs, or a comment. Unless noted, calls come from the whole dose curve; as a rule, active = well fitted curve in the direction sought with a large enough effect; inconclusive = small, poorly fitted or top-dose-only effect, or another doubt; inactive = no such curve, though single readings can be large; an effect the other way counts as inactive or inconclusive.
item	SMILES	TCR activator	A-T KAP1 phos	Chronic BCR inh	MLL CXXC-DNA inh	hERG WT inh	TSHR antag	Tb PFK block	Coupling enz	Giardia killer	GALK inhibitor
1	CCOc1cc(/C=N/N2CCN(Cc3ccccc3)CC2)ccc1O	.	4.9%	-9.6%	-5.8%	-13.3	13.7	1.2%	-2.0	8.8	-4.5%
2	Cc1ccc(Oc2nc(-c3cccnc3)nc3ccccc23)c([N+](=O)[O-])n1	-0.7%	-4.8%	-0.1%	-2.0%	10.1	-3.2	-4.3%	1.1	?	1.2%
3	Cc1ccc(OCC(=O)NC(C)c2ccc(Cl)c(Cl)c2)c([N+](=O)[O-])n1 (configuration not stated)	-5.0%	4.2%	?	6.1%	-1.9	.	-19.2%	0.5	-30.0	0.8%
4	Cc1c(NC(=O)c2ccc3c(c2)OCO3)cccc1-c1nc2ccccc2s1	1.4%	2.8%	10.3%	-23.8%	3.8	-5.3	1.1%	1.8	-11.9	1.6%
5	Fc1ccc(CSc2nsc(SCc3ccc(F)cc3)n2)cc1	11.3%	9.4%	2.8%	5.7%	-6.1	-6.4	0.5%	-0.2	3.0	-2.3%
6	CCOC(=O)Cn1cc([N+](=O)[O-])c(OC)n1	0.7%	6.9%	?	2.0%	-14.8	-1.5	1.2%	0.5	-7.3	-3.1%
7	O=C(N/N=C\c1cc2c(cc1[N+](=O)[O-])OCO2)c1cccs1	10.1%	-4.9%	?	2.5%	10.5	-8.8	2.8%	.	2.9	-3.8%
8	COCCOc1ccc(C(F)(F)F)cc1NC(=O)CN1C(=O)NC(C)(c2ccc3c(c2)OCO3)C1=O (configuration not stated)	7.8%	8.4%	?	.	4.4	.	-5.8%	.	2.9	.

# 4 compounds already listed, arranged by length of the SMILES, smallest number first:
item	SMILES	TCR activator	A-T KAP1 phos	Chronic BCR inh	MLL CXXC-DNA inh	hERG WT inh	TSHR antag	Tb PFK block	Coupling enz	Giardia killer	GALK inhibitor
1	CCOc1cc(/C=N/N2CCN(Cc3ccccc3)CC2)ccc1O	.	4.9%	-9.6%	-5.8%	-13.3	13.7	1.2%	-2.0	8.8	-4.5%
7	O=C(N/N=C\c1cc2c(cc1[N+](=O)[O-])OCO2)c1cccs1	10.1%	-4.9%	?	2.5%	10.5	-8.8	2.8%	.	2.9	-3.8%
2	Cc1ccc(Oc2nc(-c3cccnc3)nc3ccccc23)c([N+](=O)[O-])n1	-0.7%	-4.8%	-0.1%	-2.0%	10.1	-3.2	-4.3%	1.1	?	1.2%
3	Cc1ccc(OCC(=O)NC(C)c2ccc(Cl)c(Cl)c2)c([N+](=O)[O-])n1 (configuration not stated)	-5.0%	4.2%	?	6.1%	-1.9	.	-19.2%	0.5	-30.0	0.8%

# Further results:
item	SMILES	TCR activator	A-T KAP1 phos	Chronic BCR inh	MLL CXXC-DNA inh	hERG WT inh	TSHR antag	Tb PFK block	Coupling enz	Giardia killer	GALK inhibitor
9	Clc1ccccc1OCc1nn[nH]n1	-0.6%	-8.8%	0.5%	-10.3%	-4.2	-2.5	1.5%	0.9	4.4	-0.6%
10	O=C(Nc1nc(-c2cccs2)c(C(=O)C(F)(F)F)s1)c1ccccc1	6.0%	-10.7%	8.1%	9.0%	28.9	-1.2	-1.9%	1.4	-3.0	.
11	Cc1nn(Cc2ccccc2Cl)c(Cl)c1/C=C/C(=O)OCC(=O)NC1CCS(=O)(=O)C1 (configuration not stated)	1.3%	4.2%	2.3%	0.3%	5.8	-2.9	7.6%	7.4	-2.7	14.3%
12	CC(=O)Nc1nc(-c2cccs2)cs1	1.5%	-6.3%	4.6%	1.7%	-6.8	9.5	0.5%	3.7	-4.8	0.7%
13	Cc1noc(C)c1S(=O)(=O)N1CCCC(C(=O)Nc2ccc(Cl)cn2)C1 (configuration not stated)	-3.2%	-4.6%	7.8%	-1.5%	-4.9	-10.2	-0.4%	0.6	-6.5	0.8%
14	O=c1[nH]c2ccccc2n2c(C(F)(F)F)nnc12	4.4%	-6.7%	-4.2%	-17.7%	0.1	-4.7	4.6%	0.0	6.9	-0.6%
15	Cc1cccc(-n2nc3c(c2NC(=O)C2CC2)CS(=O)(=O)C3)c1C	4.7%	-10.8%	-9.9%	7.7%	12.7	-7.2	-10.0%	-1.8	-26.5	13.6%
16	O=C(NC1CCSc2ccccc21)c1ccccc1Cl (configuration not stated)	-3.3%	-4.2%	9.4%	0.3%	14.8	10.4	-5.5%	.	33.2[activator]	7.8%
17	COc1cccc(/C=N/NC(=O)CNC(=O)c2ccc(S(=O)(=O)N3CCOCC3)cc2)c1OC	-1.8%[46.1 µM]	2.4%	2.4%	-1.0%	3.6	7.3	1.0%	2.6	11.5	-0.7%
18	O=C(OCC(=O)c1ccc(Cl)cc1Cl)c1cnccn1	-10.9%	0.4%	0.1%	7.5%	-4.1	14.7	-14.1%	-0.5	-18.3	1.0%
19	CN(Cc1cccc(F)c1)CC(O)COCc1ccccc1Cl (configuration not stated)	6.3%	6.1%	0.6%	13.3%	3.5	4.0	-3.4%	-1.4	3.9	0.7%
20	COc1ccccc1OCC(=O)NNC(=O)CCCC(=O)NNC(=O)COc1ccccc1OC	.	-6.4%	-8.1%	0.6%	-15.2	0.6	0.9%	2.7	-0.6	4.2%
21	Cc1cc(F)ccc1NC(=O)c1cnccn1	4.1%	5.6%	?	2.5%	-12.0	5.1	1.2%	-0.5	3.3	-1.5%
22	COC(=O)c1cc(=O)n(CCc2ccccc2)c(=Nc2ccc(F)cc2)s1	-3.7%	-8.8%	5.7%	-0.1%	2.8	-8.4	-1.1%	1.2	8.0	-3.6%
23	Cc1cccc(NC(=O)CCN2CCCC(C)C2)c1 (configuration not stated)	.	0.5%	0.9%	-9.3%	45.8	6.4	0.5%	0.0	6.1	9.3%
24	O=C(CSc1nnc(-c2ccco2)o1)Nc1cccc([N+](=O)[O-])c1	-2.8%	2.1%	1.0%	?	4.1	18.8	3.8%	-0.8	19.7	-3.9%
25	C/C=C(\C)C(=O)O[C@H](c1cc2ccc(=O)oc2cc1OC)[C@@H](O)C(C)(C)O	-2.7%	5.0%	5.4%	.	.	7.3	-5.9%	.	-7.4	.
26	CCCn1nc(NC(=O)c2ccco2)c2cc3ccccc3nc21	-10.5%	23.6%	12.6%	?	-1.4	9.7	3.9%	0.5	2.6	7.9%
27	CC(C)c1ccc(NC(=O)C(c2ccccc2)N(C)C(=O)c2cnccn2)cc1 (configuration not stated)	-5.2%	3.3%	6.9%	-4.3%	2.6	-0.3	-4.7%	0.1	33.7[activator]	0.0%
28	COC(=O)[C@@H](NCc1cccc(CN[C@H](C(=O)OC)c2ccccc2)c1)c1ccccc1	2.9%	6.9%	3.9%	0.5%	-0.5	4.7	-0.3%	5.4	9.5	.
29	O=C(OCc1ccc2c(c1)OCO2)c1ccc(S(=O)(=O)N2CCCC2)cc1	0.0%	-1.5%	-11.1%	-3.3%	7.2	-15.0	1.7%	3.4	6.3	0.3%
30	COCC(=O)NCCSc1c(C)[nH]c2ccccc12	4.4%	4.0%	-0.2%	-3.2%	-3.5	8.6	-0.7%	-1.3	1.6	-2.6%
31	CC1CSc2ccccc2NC1=S (configuration not stated)	-5.6%[46.1 µM]	-8.1%	-25.3%	-1.2%	-0.1	1.6	-4.8%	-5.0	-2.8	1.1%
32	COc1cccc(/C=C2\C(=O)C(=O)c3ccccc32)c1	-4.6%	-0.9%	3.5%	?	3.6	-15.6	13.7%	-1.9	-8.3	-1.1%
33	N=c1sccn1CC(=O)Nc1ccc(Cl)c(S(=O)(=O)N2CCOCC2)c1	-4.1%	4.6%	-3.9%	0.2%	-0.1	-3.2	3.0%	-0.5	6.6	-1.0%
34	O=C(OCC(=O)N1CCc2ccccc21)c1cc(S(=O)(=O)N2CCOCC2)ccc1F	4.1%	-4.8%	?	.	1.2	-20.1	-2.3%	.	-15.0	.
35	Nc1nnc(SCC(=O)Nc2cc(S(=O)(=O)N3CCOCC3)ccc2N2CCCC2)s1	-2.2%	0.3%	?	.	-10.8	18.3	2.0%	.	9.5	.
